# Compound activity: PubChem, Broad Institute
# DENV2 CPE: DENV2-induced cell death inhibition | DENV2-infected cells, cytopathic effect rescue, plate reader | 350,000 compounds, 1.7% hits | CPE inhibition, % at 9.99 µM; in the data active = CPE inhibition above about 20%, passing the limit was not always enough; inconclusive = no clear call, values can overlap the other calls; tested in BHK-21 cells;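 also: 0% = median of neutral control wells and 100% = median of positive control wells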
# ERAP1 HTS inh: ERAP1 (human) enzyme inhibition; recombinant ERAP1, Leu-AMC fluorescence, 60 min; inhibition, % at 10.7 µM; 340,000 compounds, 0.15% hits; AID 652197;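 active = mean replicate inhibition of at least 30%, or all replicates individually reaching that 30% level; inactive = mean below 30% and not every replicate reaching it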;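 also: 0% = neutral control wells and 100% = L-leucinethiol positive control wells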
# Casp6 inh: blocks human caspase-6 cleavage activity | AID 686996 | P55212 | 350,000 compounds, 0.53% hits | inhibition, % at 12.5 µM | purified caspase-6, Z-VEID-R110 cleavage fluorescence;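 active = mean inhibition across replicates at least about 35%, with every replicate also reaching that limit, limit read from the data; inconclusive = only one of the two criteria met; inactive = neither criterion met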;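 also: 0% = median of neutral control wells and 100% = no fluorescence left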
# Target sequence (P55212 24-179 limits assumed): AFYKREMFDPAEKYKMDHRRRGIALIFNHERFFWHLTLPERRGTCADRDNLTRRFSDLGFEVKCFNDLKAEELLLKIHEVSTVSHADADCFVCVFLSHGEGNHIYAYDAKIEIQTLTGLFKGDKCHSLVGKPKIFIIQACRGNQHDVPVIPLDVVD
# Target sequence (P55212 194-293 limits assumed): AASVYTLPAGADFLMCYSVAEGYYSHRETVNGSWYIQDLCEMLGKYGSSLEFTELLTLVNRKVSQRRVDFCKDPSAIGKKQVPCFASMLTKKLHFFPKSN
# CFTR F508del cor: CFTR F508del correction in bronchial cells. 350,000 compounds, 0.36% hits. activity (quench increase), % at 7.58 µM. CFBE cells, YFP halide quenching; stimulated with forskolin plus potentiator P3; % fluorescence drop versus neutral controls. AID 720511;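 active = mean added fluorescence quench of at least 8% versus neutral control, with both replicates also reaching 8%; inconclusive = only one of the mean or replicate conditions met; inactive = mean below 8% and not both replicates reaching 8%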;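 also: cells transiently co-express mutant CFTR-F508del with the halide-sensitive YFP; corrector assay measuring rescue of mutant channel to the surface after 24 h compound exposure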
# ERp5 inh: blocks human ERp5 reductase activity on insulin. Q15084. ERp5 insulin aggregation, absorbance 650 nm, 90 min. inhibition, % at 9.99 µM. 350,000 compounds, 0.05% hits;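 active = mean replicate inhibition above about 25%, with every replicate also reaching it, limit read from the data, passing the limit was not always enough; inconclusive = only one of those two criteria met; inactive = neither criterion met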
# Target sequence (Q15084 whole entry, looked up): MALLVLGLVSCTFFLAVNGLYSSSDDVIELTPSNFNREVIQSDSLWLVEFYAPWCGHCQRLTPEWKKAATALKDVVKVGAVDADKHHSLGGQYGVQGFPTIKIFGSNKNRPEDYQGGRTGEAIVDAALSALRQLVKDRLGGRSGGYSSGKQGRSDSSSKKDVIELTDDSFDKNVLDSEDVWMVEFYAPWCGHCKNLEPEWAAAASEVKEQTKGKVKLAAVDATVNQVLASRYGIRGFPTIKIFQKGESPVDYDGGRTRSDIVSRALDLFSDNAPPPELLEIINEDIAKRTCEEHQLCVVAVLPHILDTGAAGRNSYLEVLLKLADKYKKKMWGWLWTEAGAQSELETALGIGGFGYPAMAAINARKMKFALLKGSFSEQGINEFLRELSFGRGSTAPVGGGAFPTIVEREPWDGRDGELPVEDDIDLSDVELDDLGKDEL
# miR122 inh: blocks miR-122 activity in Huh7 sensor cells. activation (reporter increase), % at 12.5 µM. Huh7 miR-122 Renilla luciferase sensor, 48 h; neutral wells = 0, positive control = 100. 340,000 compounds, 0.3% hits. AID 602342;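 active = mean replicate activation score at least 90 and every replicate individually at or above 90; inconclusive = only one of the two criteria met; inactive = neither criterion met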;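 also: higher luciferase means less miR-122 activity so hits act as miR-122 inhibitors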
# SIRT5 inh: sirtuin-5 (human) deacylase inhibition; Q9NXA8; Purified SirT5, succinyl-peptide AMC, trypsin-coupled fluorescence; inhibition, % at 15 µM; 330,000 compounds, 1.1% hits; AID 652115; in the data active = inhibition above about 15%; inconclusive = no clear call, values can overlap the other calls
# Target sequence (Q9NXA8 whole entry, looked up): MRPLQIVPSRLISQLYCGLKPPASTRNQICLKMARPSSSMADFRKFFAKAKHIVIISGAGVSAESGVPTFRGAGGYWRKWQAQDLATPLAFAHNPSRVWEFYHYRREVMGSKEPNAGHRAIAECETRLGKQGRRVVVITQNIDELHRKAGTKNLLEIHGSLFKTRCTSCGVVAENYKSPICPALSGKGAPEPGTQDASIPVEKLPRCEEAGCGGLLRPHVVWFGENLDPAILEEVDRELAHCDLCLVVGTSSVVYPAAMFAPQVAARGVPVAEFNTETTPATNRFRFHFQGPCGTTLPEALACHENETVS
# Active calls of the source: *; u = inconclusive; x = not tested or not shown; [ ] = another dose, or the depositor's remark. Rows were taken by chance (roughly 4% active in at least one column).
SMILES	DENV2 CPE	ERAP1 HTS inh	Casp6 inh	CFTR F508del cor	ERp5 inh	miR122 inh	SIRT5 inh
O=C(NC1(C(F)(F)F)NC(=O)N(CCc2ccccc2)C1=O)C1CC1 (stereo not drawn)	-4	2	-4	x	-2	1	2
CCCNC(=O)N(C)C[C@@H]1Oc2ncc(C#CC3CC3)cc2C(=O)N([C@H](C)CO)C[C@H]1C	-7	-1	-2	-1.3	-14	-4[16.7 µM]	-8
CC1CCCN(c2ccc(C(=O)OCn3nnc4ccccc4c3=O)cc2[N+](=O)[O-])C1 (stereo not drawn)	-8	1	-6	x	0	x	0
Cc1ccc(-n2nc3c(=O)n(CCCC(=O)NCc4ccccc4Cl)nc(C)c3c2C)cc1	11	-4	0	5.6	-1	-4	-5
C[C@@H]1CCCCO[C@@H](CN(C)S(=O)(=O)c2cn(C)cn2)[C@H](C)CN([C@H](C)CO)C(=O)c2cc(N(C)C)ccc2O1	1	0	11	-0.7	2	-7[16.7 µM]	0
Cc1nn(CC(=O)Nc2nccs2)c(C)c1[N+](=O)[O-]	7	x	0	3.3	5	x	-3
O=C(Nc1cc(F)ccc1F)N1CCCCN2[C@H](CO)[C@@H](c3ccc(-c4ccccc4)cc3)[C@H]2C1	0	-2	-1	0.4	1	-2[16.7 µM]	-1
COc1cc2c(cc1OC)CN(c1ncccc1[N+](=O)[O-])CC2	2	-2	-1	1.4	1	x	-1
COC(=O)CCCNC(=O)c1ccc(S(=O)(=O)NCc2ccco2)cc1	-5	4	1	1.1	0	x	4
COc1cc(CN(C(C)=O)c2ccccc2C(=O)O)ccc1[N+](=O)[O-]	-2	5	2	2.6	-5	x	x
CC(C)CC#Cc1ccc2c(c1)O[C@@H](CN(C)C(=O)c1cnccn1)[C@@H](C)CN([C@H](C)CO)S2(=O)=O	2	-1	1	-1.8	-2	21[16.7 µM]	-12
C[C@H]1CCCCO[C@@H](CN(C)C(=O)Nc2ccc3c(c2)OCO3)[C@@H](C)CN([C@@H](C)CO)C(=O)c2cc(N(C)C)ccc2O1	3	3	2	3.1	3	-3[16.7 µM]	2
COc1ccc(NC(=O)c2ccccc2SCc2ccccc2)cc1	-5	-2	-1	0.5	2	3	-1
COc1cc(OC)c2cc(C(=O)N[C@@H](Cc3ccccc3)C(=O)O)n(C)c2c1	7	3	-2	-0.3	5	-24	-1
C[C@@H]1CCCCO[C@@H](CN(C)S(=O)(=O)c2cn(C)cn2)[C@@H](C)CN([C@H](C)CO)C(=O)c2cc(NS(=O)(=O)c3cccs3)ccc2O1	30*	1	-2	1.2	-4	7[16.7 µM]	-6
CO[C@H]1CN(C)C(=O)c2cc(NC(=O)NC3CCCCC3)ccc2OC[C@H](C)N(C)C[C@@H]1C	-6	2	1	1.6	8	x	-2
Cc1cc(C(=O)NC2CCC(O)CC2)c(C)o1 (stereo not drawn)	-1	3	2	-2.2	-10	-1	-5
C[C@@H]1CN([C@H](C)CO)S(=O)(=O)c2ccc(C3=CCCCC3)cc2O[C@H]1CN(C)C(=O)C1CCC1	2	-1	0	4.2	16	18[16.7 µM]	4
Cc1cc(C)c(C)c(S(=O)(=O)Nc2cccc(S(=O)(=O)Nc3ccccc3C(=O)O)c2)c1C	14	1	5	3.7	5	1	-2
Cc1c(N2C(=O)CS/C2=N\N=C\c2ccccc2O)c(=O)n(-c2ccccc2)n1C	x	2	-8	-0.9	0	1	-1
C[C@H](CO)N1C[C@H](C)[C@H](CN(C)Cc2ccc(C(=O)O)cc2)Oc2ccc(NC(=O)NC3CCCCC3)cc2C1=O	16	1	2	0.8	4	-5[16.7 µM]	-4
C/C=C/c1ccc([C@H]2[C@@H](C#N)N(C(=O)c3cccnc3)[C@@H]2CO)cc1	1	2	3	0.1	5	x	-2
CCOC(=O)c1cnn(-c2ncnc3c2cnn3C)c1N	-5	-5	0	3.5	0	-7	x
C[C@H](CO)N1C[C@H](C)[C@H](CN(C)C(=O)c2cc(Cl)cc(Cl)c2)OCc2ccccc2-c2ccccc2C1=O	-6	-6	1	-1.5	0	x	14
COc1ccccc1-c1ccc2c(c1)O[C@H](CN(C)C(=O)Nc1ccccc1)[C@@H](C)CN([C@@H](C)CO)S2(=O)=O	6	-1	0	1.0	-6	28[16.7 µM]	-2
O=C(O)c1ccccc1NS(=O)(=O)c1cccc(N=Nc2c(O)[nH]c(=S)[nH]c2=O)c1	3	-5	17	0.5	3	-2	2
C[C@@H]1CN([C@H](C)CO)C(=O)c2cc(NC(=O)c3ccncc3)ccc2O[C@H]1CN(C)S(=O)(=O)c1cccs1	7	4	1	-1.7	2	2[16.7 µM]	-2
CCO[C@H]1OC(C(=O)N2CCOCC2)=C[C@@H](c2ccc(Br)cc2)[C@@H]1CCCO	2	-1	1	0.6	4	x	1
Cc1ccccc1-c1nn(-c2ccc(F)cc2F)cc1CNCCCO	-4	-2	-2	-0.6	-8	2	-5
Cc1ccc(C(=O)OCc2nnc(-c3ccc(Br)cc3)o2)cc1	-1	0	0	1.0	-6	-3	-3
C[C@@H]1CN([C@@H](C)CO)C(=O)c2cccc(NC(=O)Nc3ccc(F)cc3)c2O[C@H]1CN(C)S(=O)(=O)c1cccs1	-4	2	1	3.6	14	-4[16.7 µM]	-3
O=C(N/N=C/c1ccc(F)cc1)c1ccc(OCc2ccccc2)cc1	-1	3	-1	0.7	0	9	2
Cc1cc(NCc2ccncc2)ccc1Br	0	4	-1	2.1	1	x	-3
COc1ccnc(Oc2ccccc2)c1-c1ncn[nH]1	-1	-5	32	-2.1	-3	x	2
CCCN(CCC)Cc1cc(=O)oc2cc3c(cc12)CCC3	-5	x	-1	0.7	-2	x	5
CCOC(=O)C1(Cc2ccc(Cl)cc2)CCN(Cc2cn(CC)nc2C)CC1	x	x	-1	1.1	3	7	-1
Cc1noc(C)c1S(=O)(=O)Nc1ccc2c(c1)C(=O)N([C@H](C)CO)C[C@@H](C)[C@H](CN(C)C(=O)Cc1ccccc1)OCCCC[C@@H](C)O2	3	0	-2	-1.3	5	-5[16.7 µM]	1
CO[C@@H](CN(C)Cc1cc(F)ccc1F)[C@H](C)CN([C@@H](C)CO)S(=O)(=O)c1ccc(Cl)cc1	-4	-1	1	-1.8	0	x	x
CCOC(=O)C1CCN(C(=O)CNC(=O)c2nn(-c3ccc(OC)c(Cl)c3)c(=O)c3ccccc23)CC1	8	3	9	-0.5	-5	-4	0
c1ccc(CCCNc2ncnc3nc[nH]c23)cc1	4	-4	0	4.0	-2	-11	18*
OC[C@H]1[C@H](c2ccc(-c3ccc(F)cc3)cc2)[C@@H]2CN(CCC(F)(F)F)CCCCN12	2	-2	0	5.1	-2	-4[16.7 µM]	3
Cc1cccc(C(=O)Nc2ccc(C(=O)N3CCCCC3C)cc2)c1 (stereo not drawn)	9	4	-1	-2.2	-5	7	0
Cc1ccc(NC(=O)CS(=O)CC(=O)N(CC(=O)NC2CCCC2)c2ccc3c(c2)OCCO3)cc1 (stereo not drawn)	16	2	-1	-2.9	5	x	-7
CN1C(=O)c2cc(NS(C)(=O)=O)ccc2OC[C@@H]2O[C@H](CC(=O)O)CC[C@@H]21	-11	-4	6	-2.0	10	32[16.7 µM]	5
Cc1ccc(CCN=c2c([N+](=O)[O-])nn(-c3ccccc3)n2O)cc1	2	6	-2	1.1	1	x	-5
Cc1ccc(S(=O)(=O)N2CCOCC2)cc1NC(=O)CNc1ccccc1N1CCCC1=O	-2	-3	0	-4.4	-2	8	0
COc1ccc(NC(=O)CCN2C(=O)c3ccccc3S2(=O)=O)c(OC)c1	-5	7	21	x	0	x	1
CC(C)CN(CC(C)C)C(=O)Nc1ccc(F)cc1F	-8	-2	-1	2.7	-2	-4	-2
CCCc1c(C(=O)NNc2ccccc2OC)cnn1-c1ccccc1	13	4	6	-0.3	4	x	1
Cc1c(Cl)cccc1NC(=O)C1C2C=CC(C2)C1C(=O)O (stereo not drawn)	15	3	4	1.1	1	-2	0
COc1ccc2c3c([nH]c2c1)[C@H](CO)N(C(=O)Nc1ccc(F)cc1)CC31CCN(Cc2cc(-c3ccccc3)on2)CC1	-6	-4	-2	5.4	-1	x	11
Clc1cccc(Nc2nc(-c3ccncc3)nc3ccccc23)c1	1	-1	0	-2.7	-4	x	-3
CC(Sc1nc2ccccc2c(=O)n1CCCN1CCOCC1)C(=O)N1CCc2ccccc21 (stereo not drawn)	-1	-3	1	2.9	3	x	-7
COc1ccc(C2C=C(C)Nc3nc4ccccc4n32)cc1 (stereo not drawn)	x	-8	5	-3.4	u	-5	x
Cc1ccccc1N(C)S(=O)(=O)c1nnc(NC(=O)c2ccccc2F)s1	-3	3	1	0.7	-4	x	0
CCCCCCSc1nc2c(c(=O)[nH]c(=O)n2C)n1C	-8	6	-1	2.1	0	4	-3
Cc1noc(C)c1NC(=O)N(C)C[C@H]1Oc2c(NC(=O)C3CCCCC3)cccc2C(=O)N([C@@H](C)CO)C[C@H]1C	5	-4	1	-4.6	3	-10[16.7 µM]	-5
O=S1(=O)CC(N2CC=CC2)CN1Cc1cn(Cc2cccc(C(F)(F)F)c2)nn1 (stereo not drawn)	5	-4	-5	1.9	-1	x	-1
O=C(Nc1ccc(C(=O)O)cc1)Nc1cccc([N+](=O)[O-])c1	1	-71	2	x	7	x	-1
CCn1c(SCC(=O)Nc2ccc(OC)cc2)nc2nc3c(cc2c1=O)CCCC3	4	-3	6	1.4	6	1	16*

# (more compounds)
SMILES	DENV2 CPE	ERAP1 HTS inh	Casp6 inh	CFTR F508del cor	ERp5 inh	miR122 inh	SIRT5 inh
C[C@@H](O)C#Cc1cnc2c(c1)C(=O)N([C@@H](C)CO)C[C@H](C)[C@@H](CN(C)C(=O)Cc1ccncc1)O2	5	-7	4	-3.2	18	-10[16.7 µM]	10
O=C(C1CCCC1)N1CC2(C1)[C@H](c1ccccc1)[C@H](CO)N2C(=O)NC1CCCC1	-13	x	x	4.4	6	x	-2
Cc1ccc(CCNC(=O)CS(=O)Cc2nc(-c3ccccc3F)oc2C)cc1 (stereo not drawn)	-8	-2	1	1.2	2	x	0
COc1ccc(N(C(=O)c2cccnc2)S(=O)(=O)c2cccs2)cc1	-12	3	0	0.8	0	11	4
CC(C(=O)O)N(C(=O)c1ccccc1)c1ccc(F)cc1 (stereo not drawn)	0	-1	-1	10*	2	1	26*
Cc1ccc(Nc2ccc(C(=O)NC3CCCCC3)cn2)cc1	-4	-3	-1	0.7	0	0	-2
CC(C)(C)C1CCC(=O)N(CCSc2ccccc2)CC1 (stereo not drawn)	-8	-2	10	6.5	-5	-15	-2
C=C(C)CNC(=S)N/N=C(\C)c1cccc(NC(C)=O)c1	5	-4	0	2.1	-4	x	-1
COC(=O)C1=C(C(=O)OC)[C@@H]2N(C)c3ccc(OC)cc3[C@@]23C[C@@H](C(=O)OC)N(C(=O)c2ccc(Br)cc2)C3=N1	x	-1	-1	1.6	-6	-8	x
CCCNC(=O)N1CC2(C1)[C@@H](c1ccccc1)[C@@H](CO)N2C(=O)C1CC1	2	3	0	-0.9	-7	x	0
O=C(CC1CC1)N1CC2(C1)[C@H](c1ccccc1)[C@H](CO)N2C(=O)C1CCOCC1	0	0	1	-1.4	1	x	0
CC1(C)C2CCC(CN=C(N)CSS(=O)(=O)O)C1C2 (stereo not drawn)	u	0	x	0.1	0	-1	-3
Cc1ccc(S(=O)(=O)Nc2ccc3c(c2)C(=O)N([C@@H](C)CO)C[C@@H](C)[C@@H](CN(C)S(=O)(=O)c2ccc(Cl)cc2)O3)cc1	5	1	-2	2.6	1	x	20*
COc1ccc(-c2nc(N)nc(N)n2)c(O)c1	-9	-2	-2	0.0	3	8	x
